# GLA spleen mod – qHTS Assay for Inhibitors and Activators of Human alpha-Galactosidase From Spleen Homogenate. Alpha-galactosidase A (Homo sapiens), P06280. human spleen homogenate, 4MU-alpha-Gal fluorescence, 40 min. 240,000 compounds, 0.008% hits. Potency, µM (titrated, usually from 80 µM), for the others: at the highest dose activity change, negative = inhibition, most hits filed as inhibitors;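 note: 0% = enzyme with vehicle and -100% = no enzyme basal signal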
# Target sequence (P06280 32-429 limits assumed): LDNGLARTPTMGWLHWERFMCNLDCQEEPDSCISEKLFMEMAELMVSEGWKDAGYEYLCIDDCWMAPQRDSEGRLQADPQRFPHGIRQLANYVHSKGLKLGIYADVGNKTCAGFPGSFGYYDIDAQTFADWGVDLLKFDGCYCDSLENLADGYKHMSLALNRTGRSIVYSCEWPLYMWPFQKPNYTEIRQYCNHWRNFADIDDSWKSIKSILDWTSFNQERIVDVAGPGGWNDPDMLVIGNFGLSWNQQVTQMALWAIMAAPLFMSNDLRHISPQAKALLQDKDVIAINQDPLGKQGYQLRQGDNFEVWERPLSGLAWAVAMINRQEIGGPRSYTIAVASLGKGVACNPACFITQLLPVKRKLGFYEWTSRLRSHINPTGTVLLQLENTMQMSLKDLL
#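 Inhibition or activation of alpha-galactosidase in human spleen homogenate is scored by 4-MU fluorescence after 40 min at 37C, pH 5.0, with 1 mM substrate. AC50s come from concentration-response fitted to the Hill equation.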
# SMN2 splice enh – qHTS Assay for Enhancers of SMN2 Splice Variant Expression. AID 1458, 2008. 210,000 compounds, 2.8% hits. HEK293 SMN2-luciferase splicing reporter, luminescence, 30-36 h. Potency, µM (top dose mostly 46.1 µM), without a hit: at the highest dose activity change, positive = activation, most hits filed as activators; note: % of control where 0% means no effect; nearly all actives have a fitted effect of over 55% in size
#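 qHTS luciferase splicing reporter: luminescence rises when SMN2 exon 7 is included in transfected HEK293 cells. Compound exposure lasted 30-36 h at 37C, with 4.5 mM final sodium butyrate as control, followed by a ONE-Glo read.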
# GAA spleen mod – qHTS Assay for Inhibitors and Activators of Human alpha-Glucosidase From Spleen Homogenate. human spleen homogenate, 4-MU-alpha-glucoside fluorescence. Potency, µM (highest dose often 79.9 µM), for the others: at the top dose activity change, negative = inhibition, actives largely listed as inhibitors. 240,000 compounds, 0.006% hits;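 note: 0% = enzyme with vehicle and -100% = no enzyme basal signal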
#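 AC50 values come from Hill-equation fits of concentration-response data, normalized to no-enzyme and full-activity controls. Enzyme source: 1 ug human spleen homogenate; 1 mM fluorogenic 4-MU glucoside, pH 5.0 citrate buffer, 37 C, 40 min.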
# GAA inh – qHTS Assay for Inhibitors of Human alpha-Glucosidase as a Potential Chaperone Treatment of Pompe Disease | Lysosomal alpha-glucosidase (Homo sapiens), P10253 | purified human GAA, 4-MU-alpha-glucoside fluorescence | Potency, µM (series often up to 76.9 µM), for inactives: top-dose activity change, negative = inhibition, usual class: inhibitors | 200,000 compounds, 0.005% hits | AID 1466, 2008;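 note: plate controls were uninhibited enzyme wells for no effect and no-enzyme background for full effect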
#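 Endpoint fluorogenic read: 20 min room-temperature reaction of 4 nM human alpha-glucosidase with 400 uM 4-methylumbelliferyl-alpha-D-pyranoside, pH 5.0, quenched with 1M NaOH/1M glycine pH 10. AC50 from Hill modeling.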
# JMJD2E inh – qHTS Assay for Inhibitors of Human Jumonji Domain Containing 2E (JMJD2E); Lysine-specific demethylase 4E (Homo sapiens), B2RXH2; JMJD2E catalytic domain, FDH-coupled NADH fluorescence (FDH is formaldehyde dehydrogenase); Potency, µM (series often up to 57.1 µM), for inactives: at the highest dose activity change, negative = inhibition, most hits filed as inhibitors; 230,000 compounds, 1.6% hits; active = well fitted inhibition curve with a large enough effect, not every such curve was filed as active; inconclusive = small, poorly fitted or top-dose-only effect, or another doubt; inactive = no such curve, though single readings can be large or run the other way;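 note: 0% = wells with enzyme and -100% = buffer wells without enzyme; nearly all actives have a fitted effect of over 50% in size; many of its hits are not listed in these tables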
# Target sequence (B2RXH2 1-337 limits assumed): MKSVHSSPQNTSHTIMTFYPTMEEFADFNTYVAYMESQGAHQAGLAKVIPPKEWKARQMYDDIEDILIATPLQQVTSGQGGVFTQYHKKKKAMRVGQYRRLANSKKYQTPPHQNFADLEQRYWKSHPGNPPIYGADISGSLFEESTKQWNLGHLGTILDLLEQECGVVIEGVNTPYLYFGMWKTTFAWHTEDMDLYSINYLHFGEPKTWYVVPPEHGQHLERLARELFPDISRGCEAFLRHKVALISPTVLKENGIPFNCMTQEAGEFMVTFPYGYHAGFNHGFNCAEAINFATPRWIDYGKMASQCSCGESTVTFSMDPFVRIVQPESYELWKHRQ
# RGS12 GoLoco inh – qHTS Assay for Inhibitors of RGS12 GoLoco Motif Activity (Red Fluorophore). Guanine nucleotide-binding protein G(i) subunit alpha-1 (Homo sapiens), P63096. Gai1:RGS12 GoLoco peptide FP, rhodamine, 10 min. Potency, µM (series often up to 61.6 µM), without a hit: at the highest dose activity, negative = inhibition, most hits filed as inhibitors. 230,000 compounds, 0.44% hits; active = well fitted inhibition curve with a large enough effect, not every such curve was filed as active; inactive = no such curve, though single readings can be large or run the other way; note: % is set by controls: 0 for no effect and ±100 for the full control effect; nearly all actives have a fitted effect of over 30% in size; many of its hits are not listed in these tables
# Target sequence (P63096 whole entry, looked up): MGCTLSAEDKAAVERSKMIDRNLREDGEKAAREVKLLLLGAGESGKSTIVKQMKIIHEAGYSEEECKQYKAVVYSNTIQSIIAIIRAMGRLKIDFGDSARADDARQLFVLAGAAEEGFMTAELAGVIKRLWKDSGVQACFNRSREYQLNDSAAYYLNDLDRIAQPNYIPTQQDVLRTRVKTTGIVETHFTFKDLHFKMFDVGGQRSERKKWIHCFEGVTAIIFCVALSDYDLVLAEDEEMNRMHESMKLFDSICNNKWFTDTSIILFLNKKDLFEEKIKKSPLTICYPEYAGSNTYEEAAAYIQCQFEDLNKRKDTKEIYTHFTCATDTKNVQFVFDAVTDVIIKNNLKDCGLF
# GAA glycogen – qHTS Assay for Inhibitors and Activators of Human alpha-Glucosidase Cleavage of Glycogen | recombinant GAA, glycogen substrate, Amplex Red glucose oxidase fluorescence | Potency, µM (series often up to 76.4 µM), inactives show at the top dose activity change, negative = inhibition, hits mostly inhibitors | 300,000 compounds, 0.38% hits;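 note: 0% = full enzyme reaction and -100% = no-enzyme basal signal; the screen sought inhibitors and activators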
#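 Recombinant human alpha-glucosidase (4 nM final) hydrolysed bovine liver glycogen (30 ug) for 40 min at 37 C in pH 5.0 citrate/phosphate with 0.01% Tween-20. Released glucose detected by glucose oxidase/Amplex Red, Ex 573/Em 610 nm. Compounds up to 77 uM; AC50 from Hill fits.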
# ALDH1A1 inh – qHTS Assay for Inhibitors of Aldehyde Dehydrogenase 1 (ALDH1A1); Aldehyde dehydrogenase 1A1 (Homo sapiens), P00352; Purified ALDH1A1, NADH fluorescence, propionaldehyde substrate; Potency, µM (series often up to 75.3 µM), for the others: top-dose activity, negative = inhibition, hits mostly inhibitors; 220,000 compounds, 7.3% hits; AID 1030, 2008; active = well fitted inhibition curve with a large enough effect, not every such curve was filed as active; inconclusive = small, poorly fitted or top-dose-only effect, or another doubt; inactive = no such curve, though single readings can be large or run the other way;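 note: plate controls were no enzyme wells and a reference inhibitor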
# Active calls of the source: *; ? = inconclusive; . = no result given; & = joins results of further samples; [ ] = another dose, or the depositor's remark. Unless noted, calls come from the whole dose curve; as a rule, active = well fitted curve in the direction sought with a large enough effect; inconclusive = small, poorly fitted or top-dose-only effect, or another doubt; inactive = no such curve, though single readings can be large; an effect the other way counts as inactive or inconclusive. Potency is the fitted concentration of half-maximal effect.
SMILES,GLA spleen mod,SMN2 splice enh,GAA spleen mod,GAA inh,JMJD2E inh,RGS12 GoLoco inh,GAA glycogen,ALDH1A1 inh
CCCCCC(=O)N/N=C(\C)c1ccccn1,0.2%,-110.1%[inhibitor],-8.6%,4.6%,18.7%,5.0%,-4.6%,-13.5%
Cc1cc(NC(=O)c2c(Cl)c(C)nn2C)no1,2.0%,-14.6%,-1.9%,-3.3%,12.4%,2.2%,-1.1%,15.2%
O=c1oc2ccccc2cc1-c1nnc(NCc2ccco2)s1,-16.5%,11.2µM*,1.6%,-7.0%,?,12.6%,-9.1%,-8.5%
CCOC(=O)C1=C(OCc2ccc(Cl)cc2)C2C=C(C)C=CC2N=C1 (stereo unspecified),5.4%,11.0%,-10.5%,-1.8%,-1.2%,6.3%,-12.7%,2.2%
COC(=O)c1ccc(NC(=S)NN2CCOCC2)cc1,9.8%,.,-5.0%,10.2%,-3.8%,4.9%,-12.4%,-0.4%
O=C(Cc1c(O)c2ccccc2[nH]c1=O)NCc1ccccc1F,5.1%,-4.1%,-1.3%,-2.0%,6.2%,-19.7%,2.1%,?
CC12CN(Cc3ccccc3)CC(C)(CN(Cc3ccccc3)C1)C2=O,-6.4%,-1.6%,.,?,-2.1%,6.3%,4.4%,4.0%
CCCCN1C(=O)CC(C(=O)O)C1c1ccc(OC)cc1 (stereo unspecified),2.8%,-10.6%,-9.7%,2.2%,-4.5%,-0.3%,9.2%,-5.5%
Cc1cccc(NC(=O)CSc2nc(-c3ccccc3)c(C#N)c(=O)[nH]2)c1C,0.4%,5.6%,-8.2%,-4.4%,-1.0%,-1.5%,8.2%,-9.2%
CCCCCCCC(=O)N/N=C/c1ccncc1,1.2%,.,4.0%,.,-4.2%,1.8%,15.8%,.
CCN1CCC2(CC1)N=C(c1ccc(F)cc1)C(=S)N2C(=O)c1ccc(C)cc1,-11.9%,.,-12.2%,5.6%,-2.6%,.,-10.8%,?
CC(=O)c1cccc(N(C(=O)Cn2nnc3ccccc32)C(C(=O)NC2CCCCC2)c2cn(C)nc2C)c1 (stereo unspecified),-27.8%,-5.2%,-21.1%,-10.4%,10.5%,7.1%,5.1%,10.9%
Cc1nnc2ccc(N3CCC4(CC3)OCCO4)nn12,9.9%,?,1.7%,-7.6%,4.0%,-5.3%,3.6%,?
C/C(=C(\C#N)C(=O)NCc1ccccc1)N(C)C,-9.6%,12.7%,-3.0%,1.7%,-9.2%,-4.2%,7.2%,-5.7%
O=[N+]([O-])c1cc(C(F)(F)F)ccc1SCC(O)CO (stereo unspecified),7.1%,2.7%,-1.2%,3.1%,0.7%,1.8%,-19.5%,-10.5%
N#CC1(c2ccccc2)CCCN1C(=O)c1ccco1 (stereo unspecified),-3.8%,-13.3%,1.3%,-1.3%,-1.2%,6.5%,0.9%,?
O=C(N/N=C/c1ccc(Br)cc1)c1cc[n+](Cc2ccccc2)cc1,0.4%,-20.1%,-4.6%,6.0%,3.8%,0.7%,?,?
O=S(=O)(c1ccccc1)c1cnc(-c2ccccc2)nc1N1CCCCC1,5.9%,-3.0%,-2.5%,-2.7%,?,12.9%,-5.0%,12.6µM*
O=C(CSc1nc2ccccc2c(=O)[nH]1)Nc1ccc(S(=O)(=O)N2CCCC2)cc1,0.0%,-7.4%,-23.2%,?,-3.7%,-0.3%,-9.5%,2.24µM*
O=S(=O)(N/N=C\c1cccnc1)c1ccccc1,0.9%,.,-3.4%,-3.7%,4.4%,.,15.5%,?
CSc1ncccc1C(=O)OCC(=O)c1ccc2c(c1)NC(=O)CO2,2.4%,.,-14.3%,.,1.3%,6.0%,-0.8%,.
O=C(CSCc1ccc(F)cc1)N1CCOCC1,5.4%,-14.7%,3.5%,0.9%,7.4%,-3.3%,1.0%,?
CC(=O)Nc1ccc(Oc2nc(C)cc(C)n2)cc1,-2.2%,?,-5.3%,-17.4%,2.7%,-3.6%,-3.9%,?
Cc1noc(C)c1COC(=O)c1ccc(N(C)C)cc1,-0.2%,45.3%,-0.9%,0.4%,3.8%,-9.4%,9.0%,?

# Some of the entries so far, with two lines to a compound:
# Each structure is followed by: GLA spleen mod, SMN2 splice enh, GAA spleen mod, GAA inh, JMJD2E inh, RGS12 GoLoco inh, GAA glycogen, ALDH1A1 inh
- C/C(=C(\C#N)C(=O)NCc1ccccc1)N(C)C
    -9.6%, 12.7%, -3.0%, 1.7%, -9.2%, -4.2%, 7.2%, -5.7%
- O=C(CSc1nc2ccccc2c(=O)[nH]1)Nc1ccc(S(=O)(=O)N2CCCC2)cc1
    0.0%, -7.4%, -23.2%, ?, -3.7%, -0.3%, -9.5%, 2.24µM*

# (continued)
SMILES,GLA spleen mod,SMN2 splice enh,GAA spleen mod,GAA inh,JMJD2E inh,RGS12 GoLoco inh,GAA glycogen,ALDH1A1 inh
Cc1[nH]c2ccccc2c(=O)c1C(=O)/C=C/c1ccccc1,4.8%,.,2.1%,.,-4.1%,10.8%,-0.6%,.
CC(=O)Nc1ccc(C2=NN(c3ccccc3)C(c3cccs3)C2)cc1 (stereo unspecified),?,-1.7%,19.4%,?,?,8.8%,-9.6%,?
N=C1C(c2nc3ccccc3[nH]2)=C(O)CN1c1ccccc1,0.6%,19.5%,1.7%,6.1%,3.3%,12.3%,5.7%,12.6%
COc1ccc(Nc2nc(NC(C)(C)C)nc(N3CCCC3)n2)c(OC)c1,-0.7%,-13.8%,-6.1%,-7.0%,-7.4%,-3.6%,-0.8%,-1.6%
CC(C)N=C(NS(=O)(=O)c1ccccc1)C(Cl)(Cl)Cl,1.8%,?,2.5%,8.0%,5.6%,-23.5%,2.3%,-4.4%
O=C1CC(c2ccccc2)=Nc2ccc(Br)cc2N1,4.4%,-3.5%,5.1%,6.6%,4.0%,4.7%,2.5%,-3.3%
O=c1c2cc3c(=O)n(CC4CCCO4)c(=O)c3cc2c(=O)n1CC1CCCO1 (stereo unspecified),3.8%,46.5%,1.0%,-6.5%,-0.3%,-7.4%,-3.9%,0.316µM*
Cc1ccc(S(=O)(=O)N2CCN(c3c([N+](=O)[O-])cc(C(F)(F)F)cc3[N+](=O)[O-])CC2)cc1,1.4%,-19.9%,-1.6%,-7.3%,1.4%,8.2%,-3.0%,-7.5%
Cc1ccccc1/C=N\NC(=O)c1ccc(Cn2cccn2)o1,1.2%,-1.9%,-4.4%,-1.2%,8.4%,1.8%,-8.7%,-2.9%
CCOC(=O)c1[nH]c(C)c(C)c1C,10.1%,-20.0%,7.2%,?,13.0%,7.5%,-9.3%,-0.7%
Cc1nc2nc(SCc3ccc([N+](=O)[O-])cc3)[nH]c2cc1Br,7.3%,.,1.8%,.,3.1%,7.4%,0.9%,.
CC(C)(C)c1ccc(C(=O)NNC(=O)C2CCCCC2)cc1,9.1%,23.5%,-6.4%,0.1%,0.9%,-5.0%,0.0%,?
COC(=O)c1cc(NC(=O)C2CCCN(S(=O)(=O)c3c(C)n[nH]c3C)C2)cc(C(=O)OC)c1 (stereo unspecified),3.5%,0.5%&-6.1%,7.0%,9.8%,-6.2%,-2.9%,-3.7%[76.3 µM],-2.8%
O=C(NCCOC12CC3CC(CC(C3)C1)C2)c1cccc(Br)c1,-10.2%,-6.8%,-14.2%,-8.1%,2.3%,4.3%,-2.4%,7.08µM*
CCN(CCCNC(=O)Cn1ncc2c(=O)oc3ccccc3c21)c1cccc(C)c1,4.0%,-18.2%,-0.1%,-14.5%[15.4 µM],?,4.8%,-0.3%,-15.2%
Cc1ccc2nsnc2c1NC(=O)c1cncc(Br)c1,-6.8%,-13.6%,-8.9%,-2.4%,?,6.0%,4.7%,-8.9%
COc1cccc(C(=O)Nc2ccccc2N2CCOCC2)c1,-0.8%,?,-1.6%,-7.3%,1.0%,2.1%,0.1%,?
Cc1noc2ncnc(N3CCN(c4ccc(F)cc4)CC3)c12,-1.7%,-54.8%[inhibitor],.,2.2%,5.0%,7.1%,-7.3%,6.7%
CC1(C)Cc2c(c(=S)nc(-c3ccccc3)n2Cc2cccnc2)CO1,4.2%,.,-1.1%,.,-3.1%,6.7%,3.5%,.
COc1cccc(C(=O)N=c2sc3c(C)ccc(OC)c3n2C)c1,2.4%,2.82µM*,-6.7%,-4.4%,-18.2%,1.3%,0.1%,?
Cc1ccc(N2C(=O)N(CC(=O)NCc3ccc(Cl)cc3)C(=O)C2C)cc1 (stereo unspecified),3.3%,2.2%,6.1%,-6.9%,2.3%,12.0%,-2.2%,7.3%
CCc1ccc2c(c1)[C@H]1OCC[C@H]1[C@@H](c1cccs1)N2,-7.1%,-22.9%,-4.4%,1.5%,-4.8%,-4.3%,?,-1.6%
COc1ccc(-n2c(=O)c(-c3cccs3)nc3cncnc32)cc1,11.6%,.,1.0%,.,.,2.3%,.,?
CCCc1nc2c(nnn2Cc2ccccc2)c(=O)[nH]1,-2.2%,4.6%,-14.7%,0.2%,1.6%,-0.4%,0.6%,-1.9%
COc1ccc(C2CC(=O)Oc3cc(OC)ccc32)cc1 (stereo unspecified),6.4%[119 µM],.,6.9%[119 µM],.,.,-8.9%[88.7 µM],.,?
CCn1c(=O)cc(N2CCOCC2)[nH]c1=O,-4.8%,-19.3%,-1.8%,?,5.0%,7.6%,-11.6%,5.3%
O=C(NC(NC(=S)Nc1ccccc1C(=O)O)C(Cl)(Cl)Cl)c1cccc([N+](=O)[O-])c1 (stereo unspecified),8.1%,9.9%,-5.0%,-9.6%,?,4.5%,-5.2%,?
COc1cc(CN(C)C(C)C(=O)Nc2ccc([N+](=O)[O-])cc2Cl)ccc1OC(F)F (stereo unspecified),2.3%,.,-21.7%,3.7%,1.3%,.,-9.3%,?

# A portion of the library; rates above refer to the full screens.
